Bioassay records (PubChem)
AMA1-RON2 inh: inhibitors of Plasmodium falciparum AMA1-RON2 interaction; AlphaScreen AMA1-biotinylated RON2 peptide binding; Potency, µM (top dose mostly 58.2 µM), inactives show at the top dose activity change, negative = inhibition, usual class: inhibitors; 0.2% of 360,000 active; AID 720542;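 further: potency means the concentration at half of the fitted maximal effect; 0% = vehicle wells and -100% = peptide control; nearly all actives have a fitted effect of over 45% in size; some results filed as inactive show a strong effect at the top dose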
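AMA1 (3D7) with his tag at 25 nM final met compounds first, then biotinylated RON2 peptide at 25 nM; detection used donor plus acceptor beads, 10 µg/mL apiece, read by AlphaScreen after 30 min at room temperature.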
Cycloheximide cs: affects cycloheximide protein synthesis inhibition readout, counter-screen. cell reporter, cycloheximide protein synthesis inhibition counterscreen. max response, %. 12% of 300,000 active. AID 2314; in the data active means max response mostly above about 13%, no sharp cut-off; inactive means mostly below about 14%; further: read at 38.3 µM for the half of the compounds with a filed dose; 0% is about no effect
Shiga toxin inh: blocks Shiga toxin action in Vero cells. Vero cells, Shiga toxin protein synthesis inhibition reporter. inhibition, % at 38.7 µM. 9.2% of 290,000 active; in the data active means inhibition mostly above about 28%, no sharp cut-off; inactive means mostly below about 43%; further: 0% is about no effect
FBPA Giardia inh: inhibitors of Giardia lamblia fructose-1,6-bisphosphate aldolase; AID 2451; 0.71% of 290,000 active; purified Giardia FBPA; Potency, µM (highest dose often 59.6 µM), inactives show top-dose activity, negative = inhibition, most hits filed as inhibitors; further: potency means the concentration at half of the fitted maximal effect; on the % scale 0 is the no-effect control and ±100 the full control effect; nearly all actives have a fitted effect of over 55% in size
Target sequence (A8B2U2 whole entry, looked up): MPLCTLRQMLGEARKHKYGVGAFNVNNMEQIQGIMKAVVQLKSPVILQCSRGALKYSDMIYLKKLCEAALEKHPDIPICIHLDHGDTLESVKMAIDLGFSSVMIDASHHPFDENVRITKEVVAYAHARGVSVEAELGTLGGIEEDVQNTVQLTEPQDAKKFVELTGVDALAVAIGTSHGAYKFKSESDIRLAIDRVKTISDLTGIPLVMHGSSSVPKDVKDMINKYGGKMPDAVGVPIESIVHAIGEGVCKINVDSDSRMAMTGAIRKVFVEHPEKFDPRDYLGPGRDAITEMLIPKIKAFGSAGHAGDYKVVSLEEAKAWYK
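40 nM FBPA preincubated 10 min at RT with compound (up to 57.5 uM final), then substrate plus GAPDH/TPI/NAD/arsenate coupling and diaphorase/resazurin added. Fluorescence read after 20 min at RT, 525/598 nm.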
AmpC no deterg: AmpC beta-lactamase inhibition without detergent; AmpC nitrocefin hydrolysis, absorbance 480 nm, 0.0001% Triton; AID 485341; Potency, µM (top dose mostly 57.1 µM), for the others: at the top dose activity change, negative = inhibition, most hits filed as inhibitors; 0.52% of 330,000 active; P00811;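 further: potency means the concentration at half of the fitted maximal effect; plate controls were no compound for no effect and no enzyme for full effect; nearly all actives have a fitted effect of over 20% in size; some results filed as inactive show a strong effect at the top dose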
Target sequence (P00811 whole entry, looked up): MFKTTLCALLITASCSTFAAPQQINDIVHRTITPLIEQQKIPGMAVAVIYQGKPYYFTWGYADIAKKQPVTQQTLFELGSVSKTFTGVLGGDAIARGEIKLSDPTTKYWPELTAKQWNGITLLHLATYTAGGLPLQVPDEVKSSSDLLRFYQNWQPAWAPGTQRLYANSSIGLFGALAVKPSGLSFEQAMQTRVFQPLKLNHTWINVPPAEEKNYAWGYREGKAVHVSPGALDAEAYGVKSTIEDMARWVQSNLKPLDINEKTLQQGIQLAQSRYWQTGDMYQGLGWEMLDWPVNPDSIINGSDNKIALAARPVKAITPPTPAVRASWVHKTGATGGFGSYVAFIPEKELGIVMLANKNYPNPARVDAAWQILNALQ
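20 mM phosphate pH 7.0 + 0.01% (detergent screen) or 0.0001% Triton X-100; 5.3 nM AmpC reagent; cpd preinc 15 min RT; nitrocefin (800 uM stock) to start; A480 q20 s × 4 min; Activity was normalised to no-enzyme and no-compound control wells.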
HCMV antiviral: blocks human cytomegalovirus replication. HFF cells, HCMV-luciferase reporter, 72 h; active compounds read low. 4.5% of 410,000 active. activity change, negative = inhibition, % at 57.5 µM; in the data active means activity change below about -60%; inconclusive means no clear call, values can overlap the other calls; inactive means above about -39%; further: on the % scale 0 is the no-effect control and ±100 the full control effect
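After 16 h attachment at 37C, HFF cells received test compound and HCMV-luciferase (1 PFU/cell); reporter luminescence read 72 h later, data normalized against buffer-only and known inhibitor Salinomycin.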
AmpC inh detg: AmpC beta-lactamase inhibition with detergent present | AmpC hydrolysis of nitrocefin, absorbance 480 nm, 0.01% Triton | 0.041% of 370,000 active | Potency, µM (doses to about 114 µM), for inactives: at the top dose activity change, negative = inhibition, most hits filed as inhibitors | P00811;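 further: potency means the concentration at half of the fitted maximal effect; 0% = no-compound wells and -100% = no-enzyme wells; nearly all actives have a fitted effect of over 25% in size; some results filed as inactive show a strong effect at the top dose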
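20 mM phosphate pH 7.0 + 0.01% (detergent screen) or 0.0001% Triton X-100; 5.3 nM AmpC reagent; cpd preinc 15 min RT; nitrocefin (800 uM stock) to start; A480 q20 s × 4 min; Activity was normalised to no-enzyme and no-compound control wells.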
Numbers without * were called inactive; ? = inconclusive; . = not tested or not shown; + = active, no number; & = joins results of further samples; ! = not active in a repeat; [ ] = dose if it differs, or a comment. Unless noted, the call rests on the fitted dose curve; in most records, active means well fitted curve in the direction sought with a large enough effect; inconclusive means small, poorly fitted or top-dose-only effect, or another doubt; inactive means no such curve, though single readings can be large; an effect the other way counts as inactive or inconclusive.

canonical_smiles	AMA1-RON2 inh	Cycloheximide cs	Shiga toxin inh	FBPA Giardia inh	AmpC no deterg	HCMV antiviral	AmpC inh detg
CCCCCCCC(=O)OCCOC(=O)CCCCCCC	.	-8	-6	4%	.	.	.
CN1CCC(O)(c2ccc(Cl)cc2)C(C(=O)c2ccc(Cl)cc2)C1 (stereo not drawn)	3%	-3	-9	0%	37%	-28	1%
O=C(CSc1nnc(-c2ccccc2)o1)Nn1cnnc1	45%[activator]	-1	-14	16%	-10%	-7	?
COc1ccc(-n2nc(C(=O)NCC(=O)N(C)Cc3ccccc3)c3ccccc3c2=O)cc1	7%	-5	-6	1%	32%	-15	-14%
CCOC(=O)/C(C#N)=C\C1=C(N2CCCC2)CC(C)(C)OC1	6%	-2	9	2%	-9%	-9	-8%
O=C(O)CC/C(=N\Nc1ccccc1[N+](=O)[O-])c1cccs1	-9%	47*	58*	8%	-25%	.	-2%
Cc1[nH]c2ccc(C(=O)OCC(=O)NC3(C#N)CCCCC3)cc2c1C	-16%	.	.	.	-37%	-13	-4%
Cc1ccc2[nH]c(-c3cccc(F)c3)cc(=O)c2c1	-4%	15*!	+!	-1%[89.2 µM]	-23%	-69*	-7%
Cn1nc(OC(=O)Nc2ccc(Cl)cc2)cc1C(F)(F)F	.	17*	22	0%	-22%	.	3%
Cc1ccc(NC(=O)C(C)NC(=O)OCc2ccccc2)cc1C (stereo not drawn)	5%	2	-7	-1%	1%	-24	2%
COc1ccccc1C(=O)Nc1ccc(NC(=O)C2CCCCC2)nc1	8%	9	22	-3%	-1%	-22	-4%
Cc1cc(C)n(C(C)Sc2ccccc2)n1 (stereo not drawn)	11%	.	.	.	-10%	10	-10%
CCOC(=O)C1NN=C(C(=O)c2ccccc2)C1c1ccccc1 (stereo not drawn)	-13%	7	7	-3%	-24%	-21	?
COc1cccc(-n2c(CN3CCN(Cc4ccccc4)CC3)nc3ccc([N+](=O)[O-])cc3c2=O)c1	.	-2	-11	-16%	8%	65	-5%
CCCc1ccc(-c2cc(N)n[nH]2)cc1	27%	30*	27	0%	-2%	72	-8%
Cc1cnc(NC(=O)c2cncc(Br)c2)s1	13%	30*	53*	-1%	-30%	11	10%
O=C1N(CN2CCOCC2)c2ccccc2C12OCC(CCl)O2 (stereo not drawn)	-3%	-3	-6	-12%	-15%	30	-1%
CC(C)=NNc1nc2c(c(=O)[nH]c(=O)n2C)n1CCc1ccccc1	29%	-2	-16	-23%	-4%	?	-2%
COc1cc2[nH]c(=O)n(CCCCCC(=O)N3CCN(c4ccccn4)CC3)c(=O)c2cc1OC	15%	-7	26	-9%	16%	18	-5%
CC1=NN(S(=O)(=O)c2ccc(Cl)cc2Cl)C(=O)c2ccccc2O1	-2%	12*	2	-5%	-2%	-38	?
CNC(=O)c1nc(C)c(C2(C)CC(c3cccc([N+](=O)[O-])c3)=NO2)s1 (stereo not drawn)	-6%	-5	12	0%	-2%	16	5%
CS(=O)(=O)N1CCN(S(=O)(=O)c2ccccc2[N+](=O)[O-])CC1	1%	0	-3	0%	-7%	-26	-6%
O=C1OC(Nc2ccc(F)cc2F)c2ccccc21 (stereo not drawn)	-6%	1	-5	13%	-22%	14	?
Cc1cc(OC(=O)c2c(F)cc(F)cc2F)nc(C)n1	25%	-5	-6	2%	-5%	-20	?
CCOc1ccc(C(=O)O/N=C(\N)c2ccccn2)cc1OCC	43%[activator]	52*	85*	.	9%	42	1%
O=C(Cn1nnc2ccccc2c1=O)N1CCOCC1	7%	-2	-10	9%	-6%	-29	3%
Cc1ccc(O)c(C(=O)c2cnn(C(=O)COc3ccccc3C#N)c2)c1	.	1	13	7%	-27%	.	0%
CCc1oc2c(C)c(O)ccc2c(=O)c1-c1ccc2ccccc2n1	-12%	2	-11	-5%	-27%	-34	?
CCOC(=O)N1CCN(CC(=O)Nc2nc3ccc(OC)cc3s2)CC1	7%	25*	45*	?	8%	33	9%
COCCSc1ccccc1C(=O)Nc1cc(C)cc(C)c1	-3%	1	12	-10%	-4%	-1	1%

Continued:
| smiles | AMA1-RON2 inh | Cycloheximide cs | Shiga toxin inh | FBPA Giardia inh | AmpC no deterg | HCMV antiviral | AmpC inh detg |
| --- | --- | --- | --- | --- | --- | --- | --- |
| Cc1ccc(-n2c(CNc3ccc(F)cc3)nnc2SCC(=O)N2CCOCC2)cc1 | 1% | -3 | -27 | 1% | 166%[activator] | -19 | -7% |
| CCn1nnc(-c2ccccc2NS(=O)(=O)c2ccc(S(=O)(=O)N3CCCCCC3)cc2)n1 | 17% | 24 | 32 | -17% | -5% | 15 | -1% |
| CCOCCOC(=O)c1cccc(NC(=O)OCC)c1 | 16% | 14 | 26 | 0% | -3% | 33 | -12% |
| CCOC(=O)c1ccccc1NC1CC(=O)N(c2ccccc2C)C1=O (stereo not drawn) | -2% | -1 | 33 | -5% | -6% | -14 | 1% |
| COCCN(C(=O)CSc1nnc(C)n1Cc1ccccc1)c1c(N)n(Cc2ccccc2)c(=O)[nH]c1=O | -12% | -1 | -1 | 5% | -10% | . | 3% |
| COC(=O)C(NS(=O)(=O)c1cccc(S(=O)(=O)NC(C(=O)OC)c2ccccc2)c1)c1ccccc1 (stereo not drawn) | -1% | -4 | 12 | 18% | -12% | 11 | ? |
| COc1ccc(CCNC(=O)CN2C(=O)c3ccccc3C2=O)cc1 | -6% | 1 | -27 | 2% | -18% | -1 | 3% |
| Oc1ccc(Nc2ncnc3c2oc2ccccc23)cc1 | -11% | 40* | 33* | -12% | -25% | -17 | 2% |
| Brc1ccc(C2=Nn3c(Cn4nnc5ccccc54)nnc3SC2)cc1 | 14% | -2 | -6 | -8% | -14% | 7 | -10% |
| O=C(Nc1ccnn1C1CCN(C/C=C/c2ccccc2)CC1)c1ccccc1Cl | -3% | 8 | 5 | . | 123%[activator] | 22 | -6% |
| CCC(CC)C(=O)c1c[nH]c(C(=O)NCC2CCCO2)c1 (stereo not drawn) | 5% | 1 | -11 | 2% | -5% | 2 | 6% |
| O=C(c1ccc(OC2CCN(Cc3ccccc3C(F)(F)F)CC2)cc1)N1CCCCC1 | -16% | 11 | -6 | . | 192%[activator] | 7 | 7% |
| O=C(O)c1cccc(NC(=S)NC(NC(=O)c2cccc([N+](=O)[O-])c2)C(Cl)(Cl)Cl)c1 (stereo not drawn) | -5% | 11* | 21 | 3% | -36% | -19 | 1% |
| CN(C)C(CNC(=O)Cc1ccc([N+](=O)[O-])cc1)c1ccccc1 (stereo not drawn) | -17% | 6 | 31 | -1% | -31% | 60 | -7% |
| Fc1ccc(/C=N/NC2=Nc3cccc4cccc2c34)cc1 | -20% | 43* | 81* | -21% | -34% | 211 | -8% |
| NC(=O)c1c(NC(=O)Cn2nc(C(=O)O)c3ccccc3c2=O)sc2c1CCC2 | -5% | 1 | -6 | 0% | -1% | ? | 8% |
| Cc1noc(C)c1CSc1nnc2scc(-c3ccccc3)n12 | 11% | -3 | -8 | 0% | -5% | 34 | 2% |
| CC(C)(C)NC(=O)Nc1ccc(F)c(Cl)c1 | -11% | 13 | 14 | -5% | -55% | ? | 3% |
| COc1ccc(-c2nc(CS(=O)CC(=O)NC3CCCCC3C)c(C)o2)cc1OC (stereo not drawn) | 1% | -7 | 17 | . | 91%[activator] | -38 | -5% |
| C[N+](C)(C)CC(=O)O | -1% | . | . | -3% | -15% | ? | ? |
| Cc1csc(NC(=O)CSc2nnc(CCNC(=O)c3cccs3)n2C)n1 | 3% | 6 | 9 | -1% | -5% | 34 | ? |
| CCOc1ccc(N2CC(C(=O)Nc3cc(C)on3)CC2=O)cc1 (stereo not drawn) | -11% | -3 | -3 | 6% | -17% | 39 | -10% |
| COC(=O)c1ccccc1NC(=O)CN1CCC(NC(=O)c2ccc(C)cc2)CC1 | -2% | -1 | -9 | 12% | 20% | 5 | ? |
| CC(=O)Nc1ccc(C(=O)N2CC(=O)NC(=O)C2)cc1 | 5% | 10 | 55 | 4% | -17% | -6 | 0% |
| N#Cc1cccc(S(=O)(=O)N2CCN(c3ccnc4cc(Cl)ccc34)CC2)c1 | -10% | 2 | -2 | . | 22% | ? | ? |

Given with two lines to a compound: entries from further up
Below each compound – AMA1-RON2 inh | Cycloheximide cs | Shiga toxin inh | FBPA Giardia inh | AmpC no deterg | HCMV antiviral | AmpC inh detg
- CCc1oc2c(C)c(O)ccc2c(=O)c1-c1ccc2ccccc2n1
→ -12% | 2 | -11 | -5% | -27% | -34 | ?
- COCCN(C(=O)CSc1nnc(C)n1Cc1ccccc1)c1c(N)n(Cc2ccccc2)c(=O)[nH]c1=O
→ -12% | -1 | -1 | 5% | -10% | . | 3%
- Cc1ccc(NC(=O)C(C)NC(=O)OCc2ccccc2)cc1C (stereo not drawn)
→ 5% | 2 | -7 | -1% | 1% | -24 | 2%
- O=C1N(CN2CCOCC2)c2ccccc2C12OCC(CCl)O2 (stereo not drawn)
→ -3% | -3 | -6 | -12% | -15% | 30 | -1%
- COC(=O)c1ccccc1NC(=O)CN1CCC(NC(=O)c2ccc(C)cc2)CC1
→ -2% | -1 | -9 | 12% | 20% | 5 | ?

Taken from above:
Value of `CCOC(=O)/C(C#N)=C\C1=C(N2CCCC2)CC(C)(C)OC1` in AMA1-RON2 inh: 6%
Value of `CCCCCCCC(=O)OCCOC(=O)CCCCCCC` in Shiga toxin inh: -6
Value of `COc1ccccc1C(=O)Nc1ccc(NC(=O)C2CCCCC2)nc1` in Shiga toxin inh: 22

The list goes on.
| smiles | AMA1-RON2 inh | Cycloheximide cs | Shiga toxin inh | FBPA Giardia inh | AmpC no deterg | HCMV antiviral | AmpC inh detg |
| --- | --- | --- | --- | --- | --- | --- | --- |
| CCOC(=O)C1(Cc2ccccc2)CCCN(C(=O)c2ccc(-n3ccnc3)cc2)C1 (stereo not drawn) | 4% | 26* | 42* | . | 96%[activator] | -20 | -2% |
| Cc1ccccc1NC(=O)c1c2c(nc3ccccc13)CCC2 | 32%[activator] | -4 | -10 | -6% | -24% | -71* | -6% |
| CCOc1ccc(-n2c(SCC(=O)NCc3ccco3)nc3c([nH]c4ccccc43)c2=O)cc1 | -1% | . | . | . | . | -23&18 | -3% |
| O=C(CNS(=O)(=O)c1ccc(F)cc1)N1CCN(c2ccccc2)CC1 | -1% | 10 | 28 | 0% | -2% | 8 | -3% |
| COc1c(C)cccc1C(=O)Nc1ccc(OCC(=O)N2CCOCC2)cc1C | 16% | -4 | -17 | . | -27% | 42 | 12% |
| CC1=Nc2cc(C(=O)N3CCCC3)ccc2Sc2c(C)ccc(C)c21 | 0% | -3 | -11 | -1% | 179%[activator] | -100* | -3% |
